# Screening results as filed in PubChem BioAssay.
# APE1 inh: inhibitors of human APE1 endonuclease | recombinant APE1, TAMRA/BHQ-2 abasic DNA cleavage fluorescence | AID 2517 | Potency, µM (top dose mostly 65.8 µM), without a hit: at the top dose activity change, negative = inhibition, usual class: inhibitors | actives 0.35% (n = 350,000) | P27695;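 also: plate controls were vehicle for no effect and reference inhibitor for full effect; nearly all actives have a fitted effect of over 55% in size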
# Target sequence (P27695 whole entry, looked up): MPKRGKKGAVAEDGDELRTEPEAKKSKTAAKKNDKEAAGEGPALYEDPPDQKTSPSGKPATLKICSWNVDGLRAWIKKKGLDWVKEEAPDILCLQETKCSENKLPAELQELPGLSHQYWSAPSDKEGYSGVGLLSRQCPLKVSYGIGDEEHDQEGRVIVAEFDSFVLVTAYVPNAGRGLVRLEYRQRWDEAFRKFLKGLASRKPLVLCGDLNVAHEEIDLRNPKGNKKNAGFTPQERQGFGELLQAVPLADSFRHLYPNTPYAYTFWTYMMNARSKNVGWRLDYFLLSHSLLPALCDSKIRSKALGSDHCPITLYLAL
#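 Quantitative HTS: incision of a TAMRA/BHQ-2 double-stranded substrate bearing a tetrahydrofuran abasic site by 0.75 nM APE1 raises fluorescence. Substrate 50 nM final, added after 15 min compound preincubation at room temperature; progress as third-minus-first kinetic read difference.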
# BLM inh: blocks DNA unwinding by human BLM helicase; recombinant BLM DNA unwinding, fluorescence dequenching; Potency, µM (titrated, usually from 56.1 µM), without a hit: at the highest dose activity change, negative = inhibition, usual class: inhibitors; actives 0.2% (n = 350,000); AID 2528;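 also: plate controls were vehicle for no effect and no enzyme for full effect; nearly all actives have a fitted effect of over 35% in size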
# POLK inh: DNA polymerase kappa (human) inhibition. Q9UBT6. purified Pol kappa, fluorescent DNA synthesis assay, 10 min. Potency, µM (doses to about 107 µM), for the others: at the highest dose activity, negative = inhibition, actives largely listed as inhibitors. actives 0.53% (n = 400,000)
#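 10 nM Pol kappa preincubated 15 min at room temperature with compounds, then reaction started with substrate at 50 nM final. Fluorescence read kinetically at 0 and 10 min; buffer-only wells served as negative control.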
# G9a inh: G9a (human) methyltransferase inhibition | Potency, µM (titrated, usually from 102 µM), without a hit: at the top dose activity, negative = inhibition, actives largely listed as inhibitors | AID 504332 | actives 8.8% (n = 350,000) | G9a H3K9 monomethylation, AlphaScreen, 2 h | Q96KQ7; also: nearly all actives have a fitted effect of over 75% in size
# Target sequence (Q96KQ7 913-1193 limits assumed): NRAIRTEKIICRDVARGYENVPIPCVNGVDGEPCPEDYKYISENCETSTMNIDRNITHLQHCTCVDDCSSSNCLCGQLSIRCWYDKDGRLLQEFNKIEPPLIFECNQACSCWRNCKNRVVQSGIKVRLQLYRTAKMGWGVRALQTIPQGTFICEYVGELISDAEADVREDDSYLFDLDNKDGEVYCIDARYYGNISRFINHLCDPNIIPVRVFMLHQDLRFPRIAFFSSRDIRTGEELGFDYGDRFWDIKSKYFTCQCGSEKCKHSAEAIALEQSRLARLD
#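 Quantitative HTS format: methyltransferase activity on a biotin-tagged H3K9 peptide is measured by AlphaScreen, using a rabbit anti-monomethyl-H3K9 antibody with streptavidin donor and anti-IgG acceptor beads. Final levels are 20 nM enzyme, 500 nM peptide, 20 uM SAM; 2 h RT.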
# * marks the source's active call; other numbers are inactive results; u = inconclusive; x = no result given; & = joins results of further samples; [ ] = another dose, or the depositor's remark. Calls follow the shape of the dose curve; as a rule, active = well fitted curve in the direction sought with a large enough effect; inconclusive = small, poorly fitted or top-dose-only effect, or another doubt; inactive = no such curve, though single readings can be large; an effect the other way counts as inactive or inconclusive. Unless noted, % is scaled to controls: 0 for no effect and ±100 for the full control effect; potency is read from the fitted curve at half-maximal effect. The list is partial; rates above refer to the full screens.
APE1 inh,BLM inh,POLK inh,G9a inh,mol
-10.3%&-2.4%,x,-10.9%&-1.6%[19.4 µM],5.01µM*,COc1c(C=O)c(O)cc2c1C(=O)c1ccccc1C2=O
-11.3%,x,5.7%[19.4 µM],34.8%[59 µM],COc1ccc2[nH]cc(CCNC(=O)C3CC3)c2c1
3.4%,x,7.3%[19.4 µM],29.0%[59 µM],NC(C(=O)O)(c1ccc(P(=O)(O)O)cc1)C1CC1 (stereo not drawn)
2.5%,x,5.4%[19.4 µM],27.3%[59 µM],Cc1nccn1CC1CCC2C(C1=O)c1ccccc1N2C (stereo not drawn)
10.1%,x,6.5%[19.4 µM],22.8%[59 µM],N[C@H](C(=O)O)C1C(C(=O)O)C1C(=O)O (stereo partly drawn)
-2.2%,x,4.0%[19.4 µM],12.5%[59 µM],O=C(C1CCCCC1)N(CCN1CCN(c2ccccc2CO)CC1)c1ccccn1
-0.9%,x,7.6%[19.4 µM],u,O=C(O)CCc1cc(I)c(O)c(I)c1
-0.2%,x,7.2%[19.4 µM],4.3%[59 µM],CC(C)=CCN1CCC2(CCc3ccccc32)CC1
-0.8%,x,2.9%[19.4 µM],38.9%[59 µM],CC[N+]1(C)C2CCC1CC(OC(=O)[C@H]1CCC(C(=O)OC3CC4CCC(C3)[N+]4(C)CC)(c3ccccc3)c3ccccc31)C2 (stereo partly drawn)
1.2%&4.1%,x,2.9%&9.5%[19.4 µM],23.5%&35.7%[59 µM],CC1(C)Oc2ccc(C#N)cc2[C@@H](OC2=CC(=O)CC2)[C@@H]1O
-2.1%,x,5.2%[19.4 µM],37.6%[59 µM],CCCCC[C@H](O)/C=C/[C@H]1[C@H](O)CC(O)[C@@H]1C/C=C\CCCC(=O)O (stereo partly drawn)
x,-3.1%[21.4 µM],-6.2%[12 µM],8.9%[21.5 µM],C[C@@H]1C[C@H](OC(=O)[C@@H](O)c2ccccc2)CC(C)(C)N1C
x,0.7%,-11.8%[60.1 µM],16.4%[59 µM],CC(O)C1CCC2C3CCC4CC(O)CCC4(C)C3CCC12C (stereo not drawn)
x,1.1%[21.4 µM],-2.0%[12 µM],7.3%[5.15 µM],CC(=O)N[C@H]1[C@H](O[C@@H]2c3ccc(c(Cl)c3)Oc3cc4cc(c3O[C@@H]3O[C@H](CO)[C@@H](O)[C@H](O)C3C)Oc3ccc(cc3Cl)C[C@H]3NC(=O)[C@@H](N)c5ccc(O)c(c5)Oc5cc(O)cc(c5)[C@H](NC3=O)C(=O)N[C@H]4C(=O)N[C@H]3C(=O)N[C@@H]2C(=O)N[C@@H](C(=O)O)c2cc(O)cc(O[C@H]4O[C@H](CO)[C@@H](O)C(O)[C@@H]4O)c2-c2cc3ccc2O)O[C@H](CO)[C@@H](O)[C@@H]1O (stereo partly drawn)
x,1.0%,-14.8%[60.1 µM],6.6%[59 µM],Nc1nc(=O)n([C@@H]2CS[C@H](CO)O2)cc1F
x,3.8%,6.6%[19.4 µM],-11.1%[12.7 µM],CCCCCCCCCCCCCC(=O)OCC(COP(=O)([O-])OCC[N+](C)(C)C)OC(=O)CCCCCCCCCCCCC (stereo not drawn)
x,-9.8%,1.7%[19.4 µM],7.2%[12.7 µM],CN(C)C(=O)CCSC(SCCC(=O)O)c1cccc(/C=C/c2ccc3ccc(Cl)cc3n2)c1 (stereo not drawn)
x,2.9%,-4.4%[60.1 µM],-9.2%[2.33 µM],O=C1C(CCC(O)c2ccc(F)cc2)C(c2ccc(O)cc2)N1c1ccc(F)cc1 (stereo not drawn)
x,5.0%,6.5%[19.4 µM],-36.9%[12.7 µM],O=C(NNCNNC(=O)c1ccncc1)c1ccncc1
x,-5.5%,3.3%[19.4 µM],u,CNCC(=O)NC(CCCN=C(N)N)C(=O)NC(C(=O)NC(Cc1ccc(O)cc1)C(=O)NC(C(=O)NC(Cc1cnc[nH]1)C(=O)N1CCCC1C(=O)NC(C)C(=O)O)C(C)C)C(C)C (stereo not drawn)
x,-2.9%,1.2%[19.4 µM],-1.0%[12.7 µM],CC(C)(C)C(=O)Oc1ccc(S(=O)(=O)Nc2ccccc2C(=O)NCC(=O)O)cc1
x,-3.2%,-0.7%[60.1 µM],36.3%[59 µM],O=C(OCc1ccccc1)c1ccc(O)cc1
x,4.1%,7.5%[19.4 µM],-36.9%[12.7 µM],CC1(C)S[C@@H]2[C@H](NC(=O)[C@H](NC(=O)N3CCN(S(C)(=O)=O)C3=O)c3ccccc3)C(=O)N2[C@H]1C(=O)O
x,-2.9%,1.4%[19.4 µM],-37.0%[12.7 µM],CN1CCC(OC(=O)C(Oc2ccc(Cl)cc2)Oc2ccc(Cl)cc2)CC1
x,-11.1%,1.7%[19.4 µM],-29.3%[12.7 µM],C[N+]12CCCC[C@@H]1CCC(=C(c1cccs1)c1cccs1)C2 (stereo partly drawn)
x,4.2%,3.3%[19.4 µM],-37.0%[12.7 µM],CC(C)(C)NCC(O)COc1ccc(NC(=O)NC2CCCCC2)cc1 (stereo not drawn)
x,3.0%,-3.6%[19.4 µM],-32.8%[12.7 µM],CCCN(CCc1cccs1)[C@H]1CCc2c(O)cccc2C1
x,-0.9%,1.6%[19.4 µM],7.5%[12.7 µM],CCC(=O)O[C@]1(C(=O)CCl)[C@@H](C)CC2C3C[C@H](F)C4=CC(=O)C=CC4(C)[C@@]3(F)C(O)CC21C (stereo partly drawn)
x,4.0%,-0.4%[60.1 µM],12.9%[59 µM],FC(F)(F)C(F)(F)C(F)(F)C(F)(F)C(F)(F)C(F)(F)C(F)(F)C(F)(F)Br
x,-3.3%[21.4 µM],-11.7%[19.4 µM],-46.1%[21.5 µM],C=CC1=C(C(=O)O)N2C(=O)[C@@H](NC(=O)/C(=N\OCC(=O)O)c3csc(N)n3)[C@@H]2SC1
x,-1.7%,u,-2.1%[2.33 µM],CCCCCCCCCCCC(CC1OC(=O)C1CCCCCC)OC(=O)C(CC(C)C)NC=O (stereo not drawn)
x,1.6%,0.3%[19.4 µM],9.6%[12.7 µM],O=C1NC(=O)C2C3C=CC(C3)C12 (stereo not drawn)

# Given as labelled records: part of the list above.
C[N+]12CCCC[C@@H]1CCC(=C(c1cccs1)c1cccs1)C2 (stereo partly drawn)
  APE1 inh: x | BLM inh: -11.1% | POLK inh: 1.7%[19.4 µM] | G9a inh: -29.3%[12.7 µM]

O=C1NC(=O)C2C3C=CC(C3)C12 (stereo not drawn)
  APE1 inh: x | BLM inh: 1.6% | POLK inh: 0.3%[19.4 µM] | G9a inh: 9.6%[12.7 µM]

# Further structures.
APE1 inh,BLM inh,POLK inh,G9a inh,mol
x,3.7%,5.7%[19.4 µM],-23.9%[12.7 µM],CC1(C)OC[C@@H]2O[C@@]3(C(=O)O)OC(C)(C)O[C@@H]3[C@@H]2O1
x,-7.0%,3.8%[19.4 µM],-33.9%[12.7 µM],C[C@@H]1O[C@H](O[C@@H]2\C=C/C=C\C=C/C=C\C[C@H](C)OC(=O)/C=C\[C@H]3O[C@@H]3C[C@H](O)C[C@]3(O)C[C@@H](O)[C@@H](C(=O)O)[C@H](C2)O3)[C@@H](O)[C@H](N)[C@@H]1O (stereo in doubt)
x,-4.6%[21.4 µM],4.2%[19.4 µM],14.2%[21.5 µM],CC(=O)O[C@]1(C(C)=O)CC[C@@H]2[C@@H]3C=C(C)C4=CC(=O)CC[C@@]4(C)[C@H]3CC[C@]21C
x,-9.2%,3.7%[19.4 µM],u,O=C(O)C(Cc1cc(I)c(O)c(I)c1)c1ccccc1 (stereo not drawn)
x,-6.1%,3.9%[60.1 µM],-41.8%[2.33 µM],CC(C)CC1NC(=O)C(CCCN)NC(=O)C(C(C)C)NC(=O)C2CCCN2C(=O)C(Cc2ccccc2)NC(=O)C(CC(C)C)NC(=O)C(CCCN)NC(=O)C(C(C)C)NC(=O)C2CCCN2C(=O)C(Cc2ccccc2)NC1=O (stereo not drawn)
x,79.0%[activator],9.1%[19.4 µM],u,COc1cc2c(Nc3ccc(Br)cc3F)ncnc2cc1OCC1CCN(C)CC1
x,-11.7%,-4.1%[60.1 µM],36.0%[59 µM],CC(=O)NC1[C@H]([C@H](O)[C@H](O)CO)OC(C(=O)O)=C[C@H]1N=C(N)N (stereo partly drawn)
x,1.9%,1.3%[19.4 µM],1.0%[12.7 µM],CC1(C)CC1C(=O)N/C(=C/CCCCSCC(N)C(=O)O)C(=O)O (stereo not drawn)
x,-2.2%,10.9%[19.4 µM],-24.9%[12.7 µM],O=C(/C=C/c1cccc(F)c1)NC1CC1
x,5.0%[21.4 µM],1.5%[19.4 µM],18.0%[21.5 µM],CC(=O)C[C@H](c1ccc([N+](=O)[O-])cc1)c1c(O)c2ccccc2oc1=O
x,3.4%,-3.4%[19.4 µM],-44.9%[12.7 µM],CNC(=O)C[C@@H](N)C(=O)N[C@@H](C(=O)N[C@@H]1C(=O)N2[C@@H]1SC(C)(C)[C@@H]2C(=O)O)c1ccc(O)cc1
x,3.1%[21.4 µM],-1.9%[19.4 µM],-6.4%[12.7 µM],CC(C)NC[C@H](O)c1cc(O)cc(O)c1
x,-6.6%[21.4 µM],-2.2%[19.4 µM],32.5%[21.5 µM],CS(=O)(=O)c1ccc([C@H](O)[C@H](CF)NC(=O)C(Cl)Cl)cc1
x,-8.2%,8.2%[19.4 µM],-50.1%[12.7 µM],O=C(CCCN1CCN2CCCC2C1)c1ccc(F)cc1 (stereo not drawn)
x,0.1%,1.0%[19.4 µM],7.0%[12.7 µM],COc1cc2c(cc1OC)[C@@H](Cc1cc(OC)c(OC)c(OC)c1)[N+](C)(CCCOC(=O)CC/C=C/CCC(=O)OCCC[N+]1(C)CCc3cc(OC)c(OC)cc3[C@H]1Cc1cc(OC)c(OC)c(OC)c1)CC2 (stereo partly drawn)
x,-2.5%[21.4 µM],u,-45.1%[0.843 µM],O=C(N/N=C\c1ccc([N+](=O)[O-])o1)c1ccc(O)cc1
x,6.9%[21.4 µM],-7.5%[12 µM],26.5%[21.5 µM],CC1(C)S[C@@H]2[C@H](NC(=O)[C@@H](N)c3ccccc3)C(=O)N2[C@H]1C(=O)O[C@H]1OC(=O)c2ccccc21
x,-14.3%[21.4 µM],-9.3%[12 µM],17.6%[21.5 µM],CC(C)(C)NC[C@@H](O)COc1ccccc1C1CCCC1
x,-1.6%,5.7%[19.4 µM],-4.6%[12.7 µM],CCC(C)(Oc1ccc(C2(c3ccc(OC(C)(CC)C(=O)O)cc3)CCCCC2)cc1)C(=O)O (stereo not drawn)
x,-6.9%,5.1%[60.1 µM],-9.4%[2.33 µM],C[C@]12C=CC(=O)C=C1CCC1C2C(O)C[C@]2(C)C1CC[C@]2(O)C(=O)CO (stereo partly drawn)
x,1.8%[21.4 µM],-5.8%[12 µM],-0.1%[21.5 µM],C[C@@H](C(=O)O)c1ccc(C(=O)c2ccccc2)s1
x,-3.8%,-0.2%[19.4 µM],u,N#CC(c1ccc(Cl)cc1)c1c(Cl)cc(-n2ncc(=O)[nH]c2=O)cc1Cl (stereo not drawn)
x,-10.2%,0.1%[60.1 µM],17.8µM*,O=P(O)(O)C(O)(Cc1cccnc1)P(=O)(O)O
x,-9.2%,2.1%[60.1 µM],u,Nc1nc(NC2CC2)c2ncn([C@H]3C=C[C@@H](CO)C3)c2n1
x,6.5%,-2.4%[19.4 µM],-40.8%[12.7 µM],c1ccc2c(c1)Sc1ccccc1N2CCN1CCCC1
x,-10.2%,-2.2%[60.1 µM],3.16µM*,O=C1[O][Bi][O]c2ccccc21

# 4 records picked at random from the list so far, as already listed:
APE1 inh,BLM inh,POLK inh,G9a inh,mol
x,6.9%[21.4 µM],-7.5%[12 µM],26.5%[21.5 µM],CC1(C)S[C@@H]2[C@H](NC(=O)[C@@H](N)c3ccccc3)C(=O)N2[C@H]1C(=O)O[C@H]1OC(=O)c2ccccc21
x,-3.8%,-0.2%[19.4 µM],u,N#CC(c1ccc(Cl)cc1)c1c(Cl)cc(-n2ncc(=O)[nH]c2=O)cc1Cl (stereo not drawn)
x,-9.2%,2.1%[60.1 µM],u,Nc1nc(NC2CC2)c2ncn([C@H]3C=C[C@@H](CO)C3)c2n1
x,1.8%[21.4 µM],-5.8%[12 µM],-0.1%[21.5 µM],C[C@@H](C(=O)O)c1ccc(C(=O)c2ccccc2)s1
